SNCA viab count: counter-screen for SNCA expression inhibitors: cell viability; Potency, µM (titrated, usually from 57.1 µM), for the others: top-dose activity change, negative = cytotoxicity, most hits filed as cytotoxic; HEK-293-SNCA-luc viability, GF-AFC fluorescence, 24 h; hit rate 0.12% among 150,000;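 also: potency is read from the fitted curve at half-maximal effect; 0% = DMSO-treated cells and -100% = medium-only wells without cells; nearly all actives have a fitted effect of over 30% in size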
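HEK-293-SNCA-luc cells (1500/well) plated 24 h, then exposed 24 h to a dilution series; GF-AFC added 30 min at 37C, fluorescence 405/540 nm; normalised to medium-only and DMSO wells, Hill fit.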
NIH3T3 tox: kills NIH 3T3 cells; NIH 3T3 viability, CellTiter-Glo ATP luminescence, 48-72 h; Potency, µM (highest dose often 96.7 µM), for the others: at the top dose activity change, negative = cytotoxicity, usual class: inhibitors; hit rate 4.3% among 94,000; AID 1345082; also: potency is read from the fitted curve at half-maximal effect; nearly all actives have a fitted effect of over 55% in size
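NIH 3T3 cells at 400 cells/well received 23 nL of compound by pintool and were incubated 48 or 72 h at 37 °C. Viability was read as ATP-coupled CellTiter-Glo luminescence.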
HEK cytotox: HEK 293 cell cytotoxicity; hit rate 6.6% among 94,000; Potency, µM (highest dose often 115 µM), for inactives: top-dose activity change, negative = cytotoxicity, usual class: inhibitors; HEK 293 viability, ATP luminescence (CellTiter-Glo), 48-72 h; AID 1345083; also: potency is read from the fitted curve at half-maximal effect; nearly all actives have a fitted effect of over 60% in size
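qHTS cytotoxicity; HEK 293, 250 cells/well; compound pinned; 48 or 72 hr, 37 degree Celsius, 5% CO2, 95% humidity; CellTiter-Glo, 10 min RT; luminescence (ATP).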
SNCA expr inh: reduces expression of the alpha-synuclein gene; HEK-293 SNCA-luciferase knock-in, luminescence, 24 h; Potency, µM (doses to about 57.2 µM), inactives show top-dose activity change, negative = inhibition, hits mostly inhibitors; hit rate 0.17% among 140,000; AID 1671194;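 also: potency is read from the fitted curve at half-maximal effect; plate controls were DMSO cells for no effect and cell-free wells for full effect; nearly all actives have a fitted effect of over 45% in size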
GPT2 inhibitor: inhibitors of human GPT2 alanine aminotransferase; Q8TD30; Recombinant GPT2, coupled pyruvate oxidase/HRP Amplex Red fluorescence; Potency, µM (doses to about 57.7 µM), inactives show at the top dose activity change, negative = inhibition, actives largely listed as inhibitors; hit rate 0.25% among 100,000; also: potency is read from the fitted curve at half-maximal effect; nearly all actives have a fitted effect of over 60% in size; many of its hits are not listed in these tables
Target sequence (Q8TD30 whole entry, looked up): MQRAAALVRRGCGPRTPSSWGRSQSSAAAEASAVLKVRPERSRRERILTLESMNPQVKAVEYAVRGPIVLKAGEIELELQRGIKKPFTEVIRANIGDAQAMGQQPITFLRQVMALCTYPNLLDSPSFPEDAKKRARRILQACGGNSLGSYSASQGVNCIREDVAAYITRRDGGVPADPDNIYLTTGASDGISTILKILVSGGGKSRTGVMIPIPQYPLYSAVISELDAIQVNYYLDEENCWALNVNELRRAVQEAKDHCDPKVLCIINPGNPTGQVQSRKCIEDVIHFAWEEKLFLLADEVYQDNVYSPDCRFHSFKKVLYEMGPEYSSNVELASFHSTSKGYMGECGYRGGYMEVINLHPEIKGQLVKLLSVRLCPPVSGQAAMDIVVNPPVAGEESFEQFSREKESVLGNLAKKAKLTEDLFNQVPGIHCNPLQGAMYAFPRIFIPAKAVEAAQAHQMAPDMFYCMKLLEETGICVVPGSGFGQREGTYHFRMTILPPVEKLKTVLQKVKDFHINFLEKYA
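GPT2 10ng/uL, a-KG 250uM, L-Ala 2mM, HEPES pH7.5 + 0.0001% Tween; 30 min RT. Then Amplex mix (PO/HRP/ThPP), 30 min RT dark, fluorescence. AOA 50uM used as positive control.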
FLuc inh: blocks purified firefly luciferase enzyme activity; P08659; hit rate 2.5% among 76,000; Potency, µM (doses to about 115 µM), for the others: at the top dose activity change, negative = inhibition, most hits filed as inhibitors; purified P. pyralis luciferase, luminescence, biochemical; also: potency is read from the fitted curve at half-maximal effect; nearly all actives have a fitted effect of over 65% in size
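Inhibitors were tested against purified firefly luciferase in a biochemical, low-substrate format (both substrates at 10uM) and luminescence measured with a CCD imager.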
IP6K1 inh: IP6K1 kinase inhibition. Q92551. IP6K1 kinase, ADP-Glo luminescence, 2 h; active compounds read low. activity change, % (series mostly up to about 58 µM). hit rate 0.81% among 140,000; in the data active = activity change below about -25%
Target sequence (Q92551 whole entry, looked up): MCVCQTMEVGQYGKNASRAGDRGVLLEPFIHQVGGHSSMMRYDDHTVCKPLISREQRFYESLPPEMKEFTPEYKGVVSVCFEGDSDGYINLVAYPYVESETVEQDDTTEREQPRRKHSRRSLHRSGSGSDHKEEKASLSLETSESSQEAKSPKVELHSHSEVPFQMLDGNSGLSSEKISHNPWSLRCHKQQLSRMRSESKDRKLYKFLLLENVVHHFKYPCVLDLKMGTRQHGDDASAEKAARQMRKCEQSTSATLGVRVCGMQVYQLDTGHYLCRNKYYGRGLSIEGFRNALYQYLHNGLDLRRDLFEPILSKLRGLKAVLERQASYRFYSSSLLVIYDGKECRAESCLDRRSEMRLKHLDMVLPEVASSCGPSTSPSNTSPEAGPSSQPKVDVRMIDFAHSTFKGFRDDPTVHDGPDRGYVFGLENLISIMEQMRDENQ
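ADP-Glo luminescence measures ADP made by human IP6K1 during a 2 h RT reaction with ATP/IP6 (mix at 1.3 mM/130 uM); top library doses 57.5 and 19.1 uM final.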
Numbers without * were called inactive; i = inactive; ? = inconclusive; nt = not tested or not shown; [ ] = remark or other dose. Unless noted, calls follow the shape of the dose curve; as a rule, active = well fitted curve in the direction sought with a large enough effect; inconclusive = small, poorly fitted or top-dose-only effect, or another doubt; inactive = no such curve, though single readings can be large; an effect the other way counts as inactive or inconclusive. Unless noted, % is scaled to controls: 0 for no effect and ±100 for the full control effect.

Each structure is followed by: FLuc inh | SNCA viab count | HEK cytotox | NIH3T3 tox | GPT2 inhibitor | IP6K1 inh | SNCA expr inh
CC(C)=CCC1(CO)CCCN(CC(=O)N2CCCCCC2)C1 (centres undefined)
    -7% | -2% | 1% | -2% | 2% | -6 | 8%
CCOC(=O)c1ccc(NC(=O)CCC(=O)N2Cc3ccccc3Oc3ncccc32)cc1
    nt | -8% | nt | nt | nt | 2 | 23%
COc1ccc(C(=O)N2CCOC3(CCN([S+](C)(=O)[O-])CC3)C2)cc1
    nt | -9% | i | 3% | i | -6 | -25%
COCCN1CCC(N2CCN(S(=O)(=O)c3ccc(C(F)(F)F)cc3)CC2)C1=O (centres undefined)
    1% | 1% | -28% | -16% | 3% | 25 | 15%
COc1ccc(CC(=O)N2CCC3(CCCN(CC4CCC4)C3=O)C2)cc1 (centres undefined)
    ? | -12% | -9% | -22% | -1% | 0 | 20%
CCc1n[nH]c(CC2CCN(C(=O)Nc3ccc4c(c3)OCCO4)CC2)n1
    7.9µM* | 2% | 3% | i | i | 16 | -28%
CNC(=O)[C@@H](CC(C)C)N1CCC[C@H]1C(=O)N[C@@H](CO)CC(C)C
    -4%[172 µM] | 5%[87.6 µM] | -30%[172 µM] | -7%[174 µM] | i | 4 | -8%[87.6 µM]
O=C(Nc1ccc(Cl)cc1)N1CCN(C(=O)c2nc3cccnc3n(CCc3ccccc3)c2=O)CC1
    nt | -11% | ? | ? | -7% | 19 | -21%
O=C(NCCCc1ccccc1)C1CCN(C(=O)c2ncn3c2COC(c2ccc(F)cc2)C3)CC1 (centres undefined)
    ? | -3% | 8% | i | i | 5 | 4%
CC(=O)OC/C=C(C)/C=C/C=C(C)/C=C/C1=C(C)CCCC1(C)C
    nt | 8%[23.9 µM] | nt | nt | i | 12 | -45%[25.6 µM]
O=C(NC1CCN(C(=O)c2ccc(-c3cccs3)cc2)CC1)c1ccc(F)cc1
    nt | 4%[12.5 µM] | ? | -11% | i | -6 | -18%
COc1cccc(C(=O)N2CCN(c3cc(-c4cccs4)[nH]n3)CC2)c1OC
    1% | 8% | ? | ? | i | 25 | -9%
O=C(NC[C@H]1OC[C@@H](NC2CCCC2)[C@@H]1O)Nc1ccccc1
    -4%[172 µM] | 0%[87.6 µM] | i | i | -3%[88.5 µM] | 4 | 2%[87.6 µM]
CN(C)c1cccc(-c2ncc3c(n2)OCCN(Cc2ccc(F)cc2F)C3=O)c1
    -19%[172 µM] | 1%[87.6 µM] | ? | -23%[138 µM] | 2%[88.5 µM] | -4 | 68%[activator][87.6 µM]
Cc1ccc(NC(=O)Cn2ncn3c(cc4ccccc43)c2=O)c(C)c1
    nt | 3% | nt | nt | nt | -10 | 0%
Cc1oc(-c2cccc(Cl)c2)nc1CN1CCN2C(=O)CNC(=O)C2C1 (centres undefined)
    -9% | 4% | 4% | -16% | -7% | 4 | 5%
CCOC(=O)c1cc2c(=O)n3ccccc3nc2n(CCCOC)c1=NC(=O)C(C)(C)Oc1ccc(Cl)cc1
    nt | ? | nt | nt | nt | -5 | -2%
O=C(C1CC1)N1CCCC(Cc2noc(-c3ccccn3)n2)C1 (centres undefined)
    ? | -2% | -26% | -20% | i | 4 | 57%[activator]
O=C(c1cccs1)N1CCCC1c1nc(C2CCOCC2)no1 (centres undefined)
    2% | -2% | -5% | -12% | 3% | 12 | -8%
O=C(c1cccc(Cl)c1)N1CCN(Cc2ccccc2-c2ccccc2F)CC1
    nt | 8%[12.5 µM] | ? | 45µM* | i | 0 | ?
O=C1CCCCC(CNC(=O)c2cncc(Br)c2)N1 (centres undefined)
    6% | 0% | ? | 2% | 1% | -20 | -9%
CCC(C(=O)Nc1ccc(C(C)=O)cc1)n1c(C)c2cnn(-c3ccccc3)c(=O)c2c1C (centres undefined)
    nt | -7% | nt | nt | nt | -10 | 34%[activator]
COc1ccc(C(=O)N2CCC3(CC2)OCC(C(=O)N2CCCC2)N3C(=O)c2ccc(F)cc2)cc1 (centres undefined)
    -7% | ? | -16% | -15% | -33% | -1 | 13%
CC(=O)N1CCCN(C(=O)c2cnc3cc(C)nn3c2)CC1
    nt | 2%[87.6 µM] | i | i | -17%[88.5 µM] | -4 | 3%[87.6 µM]
Cc1noc(C2CC3(CCN(C(=O)c4cccs4)CC3)CN2C)n1 (centres undefined)
    -1% | 7% | -12% | -1% | -5% | -6 | 5%
O=C(NCCc1ccccc1)c1cc2n(n1)CC(c1ccc3c(c1)OCO3)OC2 (centres undefined)
    -3% | -6% | ? | ? | i | 8 | -4%
COC(=O)CSc1nc2sc3c(c2c(=O)n1-c1ccccc1)C(C)CCC3 (centres undefined)
    nt | -16% | nt | nt | nt | 2 | 30%[activator]
O=C(C[C@@H]1CCNC[C@@H]1Cc1cc(-c2ccccc2)on1)NC1CCCCC1
    -9%[172 µM] | -9%[87.6 µM] | 100µM* | ? | i | -6 | 17%[87.6 µM]
Cc1noc(C)c1CC(=O)N1C[C@@H](COc2ccccc2)[C@H](C(N)=O)C1
    9% | 9% | -4% | -12% | i | -4 | -14%
COc1ccc2c(c1)CC(C(=O)Nc1ccc(Br)c(C)c1)CO2 (centres undefined)
    nt | -13% | nt | nt | nt | -2 | 1%

9 structures already listed, sorted by formula weight, descending:
Each structure is followed by: FLuc inh | SNCA viab count | HEK cytotox | NIH3T3 tox | GPT2 inhibitor | IP6K1 inh | SNCA expr inh
O=C(NCCCc1ccccc1)C1CCN(C(=O)c2ncn3c2COC(c2ccc(F)cc2)C3)CC1 (centres undefined)
    ? | -3% | 8% | i | i | 5 | 4%
COCCN1CCC(N2CCN(S(=O)(=O)c3ccc(C(F)(F)F)cc3)CC2)C1=O (centres undefined)
    1% | 1% | -28% | -16% | 3% | 25 | 15%
CN(C)c1cccc(-c2ncc3c(n2)OCCN(Cc2ccc(F)cc2F)C3=O)c1
    -19%[172 µM] | 1%[87.6 µM] | ? | -23%[138 µM] | 2%[88.5 µM] | -4 | 68%[activator][87.6 µM]
COc1ccc2c(c1)CC(C(=O)Nc1ccc(Br)c(C)c1)CO2 (centres undefined)
    nt | -13% | nt | nt | nt | -2 | 1%
CCc1n[nH]c(CC2CCN(C(=O)Nc3ccc4c(c3)OCCO4)CC2)n1
    7.9µM* | 2% | 3% | i | i | 16 | -28%
COc1ccc(C(=O)N2CCOC3(CCN([S+](C)(=O)[O-])CC3)C2)cc1
    nt | -9% | i | 3% | i | -6 | -25%
O=C1CCCCC(CNC(=O)c2cncc(Br)c2)N1 (centres undefined)
    6% | 0% | ? | 2% | 1% | -20 | -9%
CC(C)=CCC1(CO)CCCN(CC(=O)N2CCCCCC2)C1 (centres undefined)
    -7% | -2% | 1% | -2% | 2% | -6 | 8%
O=C(NC[C@H]1OC[C@@H](NC2CCCC2)[C@@H]1O)Nc1ccccc1
    -4%[172 µM] | 0%[87.6 µM] | i | i | -3%[88.5 µM] | 4 | 2%[87.6 µM]

(continued)
Each structure is followed by: FLuc inh | SNCA viab count | HEK cytotox | NIH3T3 tox | GPT2 inhibitor | IP6K1 inh | SNCA expr inh
COCc1cc(C[C@@H]2CC[C@H](O)[C@@H](CNCc3ccccc3Cl)O2)no1
    -4%[172 µM] | 4%[87.6 µM] | 4%[172 µM] | 2%[138 µM] | i | 2 | 6%[87.6 µM]
CCOC(=O)c1ccc(NC(=O)CCn2ccc(C)n2)cc1
    nt | 19% | nt | nt | nt | -15 | 59%[activator]
CCCCCOC(=O)c1ccc(Nc2nc(C(=O)OCC)nc3ccccc23)cc1
    nt | 2% | nt | nt | nt | 18 | 7%
COC(=O)C1=CN(CC(=O)NC(C)CCc2ccccc2)S(=O)(=O)N=C1C (centres undefined)
    -5% | ? | -24% | -24% | -3% | -15 | ?
CCN1C(=O)CCN(C(=O)NC(C)C)CC12CCOCC2
    1% | 0% | 1% | 2% | i | 7 | 12%
COc1ccc(CCNC(=O)C2CCC(CNS(=O)(=O)c3ccc(C)cc3)CC2)cc1OC (centres undefined)
    nt | 20% | nt | nt | nt | 12 | 24%
Cc1ccc(-n2nc(CO)c(C(=O)NCc3cccnc3)n2)cc1
    nt | -17% | nt | nt | nt | 21 | -8%
CCC(C)NC(=O)CSc1nc2c(sc3ccccc32)c(=O)n1CCc1ccc(OC)c(OC)c1 (centres undefined)
    nt | -5% | nt | nt | nt | 5 | 76%[activator]
COc1cccc(NC(=O)CN2C(=O)CSc3ccc(S(=O)(=O)N4CCCC4)cc32)c1
    nt | ? | nt | nt | nt | -18 | -2%
CC(C)C[C@@H]1N[C@H](C(=O)N2CCN(C)CC2)Cc2cn(Cc3cccnc3)c3cccc1c23
    -6% | 2% | -12% | -9% | -10% | 11 | 9%
Cn1c(=O)c2[nH]cnc2n(C)c1=O
    nt | 8% | nt | nt | -7% | 23 | 6%
COc1ccccc1CCC(=O)N1[C@@H]2CC[C@H]1CC(NC(=O)c1ccc(F)cc1)C2 (some centres undefined)
    -10% | -1% | -17% | -24% | -20% | 4 | 10%
COc1ccc(CNc2ncnc3c2CN(C2CCNCC2)C(=O)CN3C)cc1
    nt | 4% | -5% | 3% | -5% | -1 | -2%
Clc1ccccc1-c1nnc(-c2ccccc2CNc2ccccc2)o1
    nt | -12% | nt | nt | nt | -10 | 42%[activator]
Cc1ccc(C)c(N2CCN(C(=O)c3cnn(-c4ccccc4Cl)c3C3CCN(C(=O)OC(C)(C)C)CC3)CC2)c1
    nt | 4% | nt | nt | nt | 3 | 3%
CN1CCN(C(=O)Cn2c(-c3cccs3)cc3ccccc32)CC1
    nt | -17% | nt | nt | nt | -4 | 23%
CSCC[C@@H](C(=O)Nc1cccc(F)c1)N1Cc2ccccc2C1=O
    nt | -10% | nt | nt | nt | 4 | -5%
COc1ccc(OC)c(NC(=O)CC2CCCN(c3cn[nH]c(=O)c3)C2)c1 (centres undefined)
    2% | 7% | -3% | -3% | i | 7 | 0%
CCCc1nn2c(=O)cc(COC(=O)c3ccc(NC(=O)CCc4ccccc4)cc3)nc2s1
    nt | -8% | nt | nt | nt | -2 | 71%[activator]
Cc1cc(CNC(=O)c2cc(C(C)C)n3ncnc3n2)c2[nH]c(C)c(C)c2c1
    0% | -9% | -30% | -29% | -12% | 15 | -21%
Cc1cc(C)cc(-c2ccc(CN3CCCC3C(=O)NCc3ccc(C(F)(F)F)cc3)cc2)c1 (centres undefined)
    nt | 6% | 40µM* | 35µM* | -7% | -5 | -1%
COc1ccccc1-c1cccc(CN2CCC(NC(=O)c3ccccc3)CC2)c1
    nt | -4% | ? | ? | -12% | 3 | 2%
COc1cccc(C(=O)NC2CCN(c3ccc4nnc(-c5ccccc5)n4n3)C2)c1 (centres undefined)
    nt | nt | -8% | -15% | nt | -5 | nt
COc1cc(Cl)c(C)cc1NC(=O)c1ccc2c(SCC(=O)O)c3c(nc2c1)CCCC3
    nt | -13% | nt | nt | nt | 12 | -20%
